MLLE-PAM2 inh – blocks PAM2 peptide binding to the PABP1 MLLE domain. GST-MLLE / FITC-PAM2 fluorescence polarization. P11940. AID 588489. inhibition, % at 20 µM. hit rate 0.36% among 360,000; in the data active = inhibition above about 35%, passing the limit was not always enough;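 note: plate controls were DMSO wells with GST-MLLE for no effect and wells lacking GST-MLLE protein for full effect; some results filed as inactive read as strong as hits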
NRP1-CendR mod – NRP-1/CendR interaction modulation. inhibition, % at 25 µM. O14786. AID 602438. hit rate 0.85% among 360,000. FAM-RPARPAR peptide binding to NRP-1, fluorescence polarization;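 active = inhibition or corrected inhibition above about 18%, plus a signal ratio from 0.5 to 1.5, limit read from the data, passing the limit was not always enough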; note: strong numbers were not always called active
eLon inh – inhibitors of E. coli Lon protease | AID 602123 | purified E. coli Lon protease, fluorescence polarization | hit rate 0.42% among 360,000 | inhibition, % at 7.94 µM; in the data active = inhibition above about 13%, passing the limit was not always enough;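 note: 0% = enzyme with probe and DMSO and 100% = no enzyme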
Target sequence (P0A9M0 whole entry, looked up): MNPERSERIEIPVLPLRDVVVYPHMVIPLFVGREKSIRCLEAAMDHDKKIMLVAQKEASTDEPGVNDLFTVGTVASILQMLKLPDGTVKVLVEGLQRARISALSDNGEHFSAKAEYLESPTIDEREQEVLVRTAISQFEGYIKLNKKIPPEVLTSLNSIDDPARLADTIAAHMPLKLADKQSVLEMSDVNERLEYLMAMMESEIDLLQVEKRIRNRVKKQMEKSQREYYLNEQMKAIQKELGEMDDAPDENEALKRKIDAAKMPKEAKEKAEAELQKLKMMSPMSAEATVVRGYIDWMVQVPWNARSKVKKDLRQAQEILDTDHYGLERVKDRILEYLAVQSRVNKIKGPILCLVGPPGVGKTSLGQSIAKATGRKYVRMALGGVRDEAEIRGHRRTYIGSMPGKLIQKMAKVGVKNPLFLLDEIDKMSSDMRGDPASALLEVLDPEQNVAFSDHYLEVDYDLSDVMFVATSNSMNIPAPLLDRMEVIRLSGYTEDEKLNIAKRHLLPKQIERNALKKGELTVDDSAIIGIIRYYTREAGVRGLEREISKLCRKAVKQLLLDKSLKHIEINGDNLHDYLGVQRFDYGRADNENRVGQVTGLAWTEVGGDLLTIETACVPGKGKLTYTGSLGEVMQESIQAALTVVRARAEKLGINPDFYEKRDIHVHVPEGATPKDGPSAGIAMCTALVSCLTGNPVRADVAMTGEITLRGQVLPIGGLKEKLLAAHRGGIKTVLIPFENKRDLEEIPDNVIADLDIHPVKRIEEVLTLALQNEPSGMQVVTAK
TbMetRS inhib – blocks T. brucei methionyl-tRNA synthetase activity; inhibition, % at 11.9 µM; purified T. brucei MetRS, ATP depletion, Kinase-Glo luminescence; hit rate 0.4% among 360,000;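 active = inhibition above a per-plate cutoff of the control wells' mean inhibition plus 3 SD, cut at about 5.5% in these data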;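 note: 0% = DMSO wells median and 100% = median of wells with control inhibitor compound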
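technique = Kinase-Glo luminescence, ATP depletion format | system = purified MetRS (methionyl-tRNA synthetase) enzyme from Trypanosoma brucei | timing = 15 min preincubation, 2 h reaction, all 25 °C | evaluation = percent inhibition versus plate control medians | dosing = single dose, 11.9 µM final nominal, 0.9% final DMSO | also added = substrates ATP, L-methionine and bulk Escherichia coli tRNA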
MsrA inhibitor – bovine MsrA inhibition | purified bovine MsrA, absorbance read-out | inhibition, % at 15.5 µM | hit rate 0.75% among 360,000; in the data active = inhibition above about 4.5%;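 note: 0% = vehicle wells with enzyme and 100% = reference inhibitor wells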
MsrA act – activates bovine MsrA enzyme | purified bovine MsrA, absorbance read-out | activation, % at 10.6 µM | hit rate 0.3% among 360,000; in the data active = activation above about 7.5%;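 note: 0% = vehicle and 100% = reference activator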
MT1-MMP act inh – blocks activation of human MT1-MMP; P50281; HT1080 RFP-PRO-GFP cells, GFP/RFP ratio fluorescence, overnight; percent of plate control window, DMSO zero; GFP/RFP ratio change, % at 20 µM; hit rate 0.061% among 360,000; AID 651647;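 active = GFP/RFP ratio change of at least 30% with cell ATP level not reduced by more than half and red fluorescence within 50% of control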; note: strong numbers were not always called active
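Test system: HT1080 cells expressing an RFP-PRO-GFP fluorescent reporter construct / Compound dosing: single-point 20 µM compound, 1% DMSO / Schedule: cells overnight before dosing, compound overnight, 37 °C, 5% CO2 / Evaluation: GFP/RFP fluorescence ratio / Control set: DMSO and RFP-L50D-GFP cell wells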
FAS TE block – FAS thioesterase (human) inhibition; recombinant FAS-TE, OMFH fluorogenic substrate, fluorescence endpoint; AID 602261; P49327; hit rate 0.67% among 360,000; inhibition, % at 15 µM;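 active = compounds whose normalised, plate-corrected inhibition of enzyme fluorescence in the single-dose primary screen is 50% or more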;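 note: 0% = DMSO with enzyme and 100% = substrate without enzyme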
SKN-1 block – inhibitors of C. elegans SKN-1; AID 624304; hit rate 0.49% among 360,000; inhibition, % at 21.8 µM; C. elegans VP596 Pgst-4::GFP/RFP ratio, acrylamide-induced, 24 h;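 active = interference check ratio from 0.5 to 1.5 plus GFP to RFP signal ratio inhibition reaching or exceeding a fixed threshold, cut at about 30% in these data, passing the limit was not always enough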; note: some compounds called inactive have numbers as strong as hits
Starred values were filed as active, the others as inactive; nt = no result given.

SMILES	MLLE-PAM2 inh	NRP1-CendR mod	eLon inh	TbMetRS inhib	MsrA inhibitor	MsrA act	MT1-MMP act inh	FAS TE block	SKN-1 block
Cc1cc(OCC(=O)NCCc2c[nH]c3ccccc23)c2c(C)c(C)c(=O)oc2c1	10.7	14.4	1.3	-2.0	0.7	-5.1	3.8	24.4	5.4
NC(=S)NN=Cc1c[nH]c2nccnc12	-18.9	-5.4	-0.2	0.6	0.6	0.1	5.8	-7.3	-22.0
COC(=O)C(NNc1ccccc1)(NC(=O)c1ccccc1F)C(F)(F)F (stereo not given)	-7.9	11.9	16.1	-0.3	0.5	-3.8	1.8	3.9	10.8
CC(C)(CC(=O)O)CC(=O)N1CCN(c2cc(C(F)(F)F)nc3ccccc23)CC1	-12.8	-8.5	-10.9	0.2	nt	-3.8	1.0	-7.3	4.1
Cc1cc(NCc2ccccn2)n2nc(C)c(-c3ccc(Cl)cc3)c2n1	6.2	-5.0	2.4	0.7	1.3	-0.9	0.6	39.1	1.4
CN(C)/C=N/c1nc2nccc(-c3cccc(Cl)c3)n2n1	-7.9	-0.9	0.4	-0.8	1.6	-3.4	2.6	-8.7	0.7
CCC1(CC)C(=O)C2=C3C1[C@H](C(=O)OC)C=C(C(=O)OC)C[C@H]3n1c(=O)n(-c3ccccc3)c(=O)n1[C@H]2C (stereo not given in full)	-5.7	-3.5	0.0	-0.4	0.1	-1.9	-0.2	0.3	-15.1
CC1(C)CC(=O)C(CC(=O)NC(=O)NCc2ccccc2)=C(O)C1	1.0	3.1	-10.4	-0.5	-0.2	3.5	1.6	-6.7	-1.8
NS(=O)(=O)c1ccccc1	36.4	0.7	6.3	-0.1	1.8	-4.3	4.1	-4.1	17.9
COc1ccc(NC(=O)CN(C)CC(=O)Nc2ccccc2SC)cc1Cl	-4.5	-5.8	3.7	-1.2	-1.4	-4.2	4.7	-2.0	2.3
Cc1ccc(/C=N/n2c(-c3ccccc3)n[nH]c2=S)cc1	-32.8	16.6	-1.2	-0.8	2.9	-0.3	0.6	1.5	6.4
OCCN1CCSC1=S	29.9	9.7	5.2	0.0	-0.9	-2.2	-1.2	-8.8	11.0
CC(CN1CCCC1)OC(=O)c1ccc(F)cc1 (stereo not given)	6.5	8.6	-13.0	-0.2	-0.2	-6.8	-0.2	-5.2	-4.5
COC(=O)CC1=C(C(=O)OC)C(c2ccc3c(c2Cl)OCO3)C(C#N)=C(N)O1 (stereo not given)	0.4	-6.9	6.8	0.5	0.8	0.2	-2.1	6.0	-3.4
CCN(CCNC(=O)C1CCN(Cc2nc(-c3ccc(Cl)cc3)oc2C)CC1)c1ccccc1	-2.9	2.6	-7.5	0.0	-0.4	2.8	4.3	8.9	22.4
CCOC(=O)N1CCN(CC(=O)Nc2ccc(F)cc2F)CC1	-3.8	0.2	-8.1	-0.2	-1.5	-2.4	-2.0	0.0	-3.3
C=CCNC(=S)NNC(=O)COc1ccc(Br)cc1	-38.1	-8.6	5.0	0.7	0.1	-6.9	1.3	-9.5	-9.0
CC(=O)Nc1cccc(C(=O)OC(C)C(=O)NC2CCCc3ccccc32)c1 (stereo not given)	9.6	15.0	-15.1	0.3	-0.7	-2.0	3.9	-5.0	-11.1
CC(=O)N(C)c1ccc(NC(=O)c2ccc([N+](=O)[O-])cc2Cl)cc1	5.1	-5.5	0.1	1.2	0.4	-3.5	4.4	-12.1	-9.0
Cc1cc(C)cc(NC(=O)C(=O)NCc2ccccn2)c1	7.3	0.9	-3.4	-0.2	-0.4	-6.2	1.9	-15.9	0.3
NC(c1csc(NC(=O)Nc2ccccc2Oc2ccccc2)n1)c1ccccc1Cl (stereo not given)	-7.2	-13.7	10.8	-0.1	1.1	-1.9	-4.3	-6.3	14.3
C=CCNS(=O)(=O)NC(=O)C1=C(N2CCCC2)COC1=O	-6.1	2.6	-13.0	0.8	1.1	-1.0	2.3	-8.3	-10.3
Cc1sc2nc(SCC(=O)N(C)c3ccccc3)n(C)c(=O)c2c1C	0.4	3.9	-0.2	-1.2	1.3	-10.9	3.7	8.1	-11.9
O=C(Nc1cccc(Cl)c1)Nc1ccc2c(c1)OCO2	-4.2	2.8	-1.5	1.1	0.8	-2.2	2.3	8.7	19.8
Cc1ccc(/C=N/NC(=O)Cn2nc(C)c(Br)c2C)o1	2.6	4.3	1.9	0.0	1.6	-1.6	3.0	-6.0	7.2

Another view of 2 compounds above.
structure | MLLE-PAM2 inh | NRP1-CendR mod | eLon inh | TbMetRS inhib | MsrA inhibitor | MsrA act | MT1-MMP act inh | FAS TE block | SKN-1 block
Cc1cc(OCC(=O)NCCc2c[nH]c3ccccc23)c2c(C)c(C)c(=O)oc2c1 | 10.7 | 14.4 | 1.3 | -2.0 | 0.7 | -5.1 | 3.8 | 24.4 | 5.4
NC(=S)NN=Cc1c[nH]c2nccnc12 | -18.9 | -5.4 | -0.2 | 0.6 | 0.6 | 0.1 | 5.8 | -7.3 | -22.0

The list continues.
SMILES	MLLE-PAM2 inh	NRP1-CendR mod	eLon inh	TbMetRS inhib	MsrA inhibitor	MsrA act	MT1-MMP act inh	FAS TE block	SKN-1 block
CC(C)(C)n1nc(-c2ccc(Cl)cc2)c2c(N)ncnc21	-5.2	-0.4	-1.2	-0.7	-0.2	1.7	-10.6	6.3	-4.0
CSCC[C@H](NC(=O)[C@@H]1Cc2ccccc2CN1)C(=O)NC[C@H]1CC[C@H](C(=O)O)CC1	8.5	-7.1	-6.2	-1.6	-1.0	-3.4	0.0	-8.2	-21.4
CCOC(=O)c1ccc(N=Cc2nc3ccccc3n2C)cc1	-8.4	-11.8	-1.3	-0.4	-1.4	-4.2	3.3	-5.5	-3.3
CC(=O)N1CCc2cc(S(=O)(=O)CCC(=O)NCc3ccc(Cl)cc3)ccc21	8.6	4.0	4.0	-0.8	-0.4	-9.4	2.5	0.2	-2.9
COc1cccc(NC(=O)Nc2cc(C)ccc2OC)c1	16.0	-0.2	0.7	0.0	0.1	-1.1	-2.6	4.0	14.2
O=C(OC1CCCCC1=O)c1cc(Cl)ccc1[N+](=O)[O-] (stereo not given)	3.2	10.0	1.4	-0.3	1.4	-2.9	-0.7	0.5	1.4
CC(=O)O[C@H]1CC[C@@]2(C)C(=CC[C@H]3[C@@H]4CC[C@H](C(C)=O)[C@@]4(C)CC[C@@H]32)C1	-4.3	-3.3	-4.7	-0.3	-0.9	-0.9	2.6	27.1	3.4
O=S(=O)(c1ccc(NC(=S)NN=C(Cc2ccccc2)Cc2ccccc2)cc1)N1CCOCC1	13.8	3.8	-0.5	0.5	1.3	-1.0	0.3	21.1	-2.4
CC(=O)Nc1ccc(CC(=O)Nc2ccc3c(c2)OC2(CCCC2)O3)cc1	-50.6	-24.4	-0.9	-0.1	-0.7	-2.7	0.7	-3.3	20.4
CCCCCn1c(N)c(-c2nc3ccccc3o2)c2c([N+](=O)[O-])nn(CC)c(=O)c21	-0.9	-5.4	10.1	-0.1	0.5	-6.6	0.5	-4.8	-0.1
CC(=O)Nc1ccc(Sc2ccccc2C(=O)O)c(C(=O)O)c1	6.6	6.3	6.0	0.3	-0.7	-1.0	2.0	-3.9	-6.2
Cc1cc(CSc2ccccc2C(=O)O)on1	8.3	6.6	4.4	-0.7	-0.7	-1.2	4.3	-3.1	4.2
Cc1[nH]c2ccc(C(=O)N3CCN(c4ccccn4)CC3)cc2c1C	12.4	-1.0	2.9	-0.1	0.2	-1.9	-2.1	-1.4	8.1
CCC(CC)C(=O)Nc1cccc(C(=O)Nc2nccs2)c1	-9.3	-6.1	-9.8	-0.6	2.3	-5.1	4.3	-3.3	11.9
O=C1c2cccc3cccc(c23)C(=O)N1CCN1CCN(C(=S)Nc2ccccc2)CC1	-98.4	-3.6	-2.0	-0.7	1.7	-7.0	-2.4	10.2	-4.0
Cc1nn2c(=O)[nH]cnc2c1Cl	1.4	-6.3	-8.7	0.4	0.5	-0.1	1.1	-2.5	-15.8
CCc1cc(-c2nnn(CCC3COCCO3)c2C(C)(C)O)ccc1-c1cn(CCc2c[nH]c3ccccc23)nn1 (stereo not given)	4.3	7.0	0.7	-0.7	2.9	-0.7	3.2	-1.1	-6.0
CCCCc1nc(SCC(=O)Nc2nnc(C(C)C)s2)n[nH]1	-19.1	8.3	-4.0	-0.3	1.1	-2.2	-0.6	-1.8	-7.9
CCn1c(SCC(=O)NCC2CCCO2)nnc1-c1c[nH]c2ccccc12 (stereo not given)	5.7	12.6	11.9	0.3	0.4	-0.8	4.2	-4.9	-15.6
CN(CC(=O)Nc1ccc(F)c(F)c1F)C(=O)C1CCCCC1	5.1	-10.2	2.1	-0.2	0.3	-1.5	-4.2	-0.1	10.0
COc1cccc(OCCNc2ccc([N+](=O)[O-])cn2)c1	-2.9	14.1	-4.6	-0.2	1.1	-12.5	2.7	18.5	2.8
COc1cccc(C(=O)N2CCN(S(C)(=O)=O)CC2)c1	3.5	-7.0	-11.7	-0.3	-0.9	-2.6	8.0	-6.0	-12.0
Cc1ccc(-c2ccc(CN3C(C)C(=O)N(Cc4cn(CC5CCCCC5)nn4)CCS3(=O)=O)cc2)cc1 (stereo not given)	7.0	-13.9	-10.2	-0.2	1.0	-0.1	-2.9	23.4	8.7
O=C(C1CC(c2ccc(F)cc2)=NO1)N1CCCCC1 (stereo not given)	2.2	7.7	-4.7	0.2	-0.1	-1.7	-1.8	-6.0	-7.9
COc1ccccc1C(=O)N1CCN(C(=O)[C@H]2O[C@@H](n3ccc(=O)[nH]c3=O)[C@H](O)[C@@H]2O)CC1	5.2	2.7	-7.8	-0.3	-0.2	-3.4	4.6	-7.4	7.8
Next records:
SMILES	MLLE-PAM2 inh	NRP1-CendR mod	eLon inh	TbMetRS inhib	MsrA inhibitor	MsrA act	MT1-MMP act inh	FAS TE block	SKN-1 block
CN1CCN(Cc2ccc(-c3ccc(Cl)cc3)o2)CC1	0.0	8.9	1.7	0.4	nt	-0.1	0.6	-8.7	4.1
Cc1ccc(-n2nc(C)cc2Nc2ncc(Cl)cc2Cl)cc1	-0.1	4.1	-3.7	0.0	0.6	-0.8	-4.9	1.5	7.1
COc1ccc(S(=O)(=O)N2CCOC2CNC(=O)C(=O)NCc2ccc3c(c2)OCO3)cc1 (stereo not given)	-3.8	23.4*	-3.2	-0.3	0.6	-2.8	-0.1	1.0	5.9
COC(=O)c1cc2c(ccn2-c2ccc(F)cc2)n1Cc1cccc(OC)c1	3.8	-4.6	4.4	0.3	-0.8	-2.3	-6.5	35.9	5.2
COC(=O)c1nc(NC(=O)C(C)(C)C)n[nH]1	-15.7	-14.3	-8.8	-0.3	-0.4	-2.3	1.6	3.9	0.3
CC(C)(C)OC(=O)N1CCC[C@H]1C(=O)NCc1ccc(Cl)cc1Cl	-4.5	7.4	-5.6	5.7*	-1.4	-0.8	-0.8	2.4	-3.3

Some entries already given, showing only MT1-MMP act inh and MsrA inhibitor:
Compound,MT1-MMP act inh,MsrA inhibitor
CN1CCN(Cc2ccc(-c3ccc(Cl)cc3)o2)CC1,0.6,nt
Cc1ccc(-n2nc(C)cc2Nc2ncc(Cl)cc2Cl)cc1,-4.9,0.6
COc1ccc(S(=O)(=O)N2CCOC2CNC(=O)C(=O)NCc2ccc3c(c2)OCO3)cc1 (stereo not given),-0.1,0.6
COC(=O)c1cc2c(ccn2-c2ccc(F)cc2)n1Cc1cccc(OC)c1,-6.5,-0.8
COC(=O)c1nc(NC(=O)C(C)(C)C)n[nH]1,1.6,-0.4
CC(C)(C)OC(=O)N1CCC[C@H]1C(=O)NCc1ccc(Cl)cc1Cl,-0.8,-1.4

Source: PubChem
